# Source: PubChem BioAssay (several laboratories)
# Measles CPE = protection of cells from measles virus; Measles virus-infected cells, CPE protection, absorbance; protection (pct of control), % at 4 µM; 140,000 tested, 1.5% active; AID 841; in the data active means protection mostly above about 24%, no sharp cut-off; inactive means mostly below about 26%; further: some compounds called inactive have numbers as strong as hits
# Phagocytosis inh = blocks phagocytosis by macrophages | J774A.1 macrophage IgG-bead phagocytosis, imaging | inhibition, % at 5 µM | 110,000 tested, 0.07% active | AID 1029;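 active means inhibition above the mean of the plate negative controls plus 5 SD, cut at about 13% in these data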;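 further: phagocytic index as fraction of beads internalized from green versus red external bead signal; plate controls were DMSO negative control for no effect and cytochalasin-D positive control for full effect; some results beyond the cut were filed as inactive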
# Yeast lifespan up = extends the lifespan of yeast. inhibition of the nicotinamide effect, % at 10 µM. AID 775. S. cerevisiae growth with nicotinamide, OD615; deaD strain in restrictive glucose medium. 130,000 tested, 0.68% active;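 active means inhibition above a set limit, placed 3 SD over the median of all compounds, cut at about 26% in these data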;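 further: 0% = nicotinamide-treated wells and 100% = cells grown without nicotinamide; some compounds called inactive have numbers as strong as hits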
#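 Test system – modified budding yeast, DeaD strain · Compound – single dose 10 µM compound, 0.25% DMSO · Times – culture preincubation 4 h, compound exposure 48 h, both 30 °C · Detection – optical density (absorbance) at 615 nm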
# Yeast growth inh = chemicals that inhibit yeast BB579 growth in restrictive medium (lifespan-shortening candidates) | 140,000 tested, 0.51% active | inhibition, % at 10 µM | S. cerevisiae BB579 growth, OD615, 48 h | AID 804;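 active means inhibition above a set limit, 3 SD over the mean compound inhibition, cut at about 44% in these data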; further: inactives centre near -24
#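 controls = amphotericin B 10 µg/mL, positive | assay system = DeaD yeast strain BB579 | schedule = 48 h compound exposure at 30 °C after 4 h preincubation | detection = OD615 turbidity measurement | medium = restrictive CSMM-D medium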
# E-sel TNF inh = TNF alpha driven E-selectin expression inhibition; HUVEC TNFa-induced E-selectin immunofluorescence, high content; inhibition, % at 2 µM; 120,000 tested, 0.71% active;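 active means inhibition above the batch mean plus 3 SD, and confirmed as a hit on visual image review, cut at about 43% in these data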;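 further: 0% = TNF-stimulated DMSO wells and 100% = unstimulated control wells; not every result past the cut was called active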
# NPY Y2 blocker = blocks the human neuropeptide Y Y2 receptor. P49146. NPY-Y2 expressing cells, antagonist mode. inhibition, % at 2.7 µM. 140,000 tested, 0.99% active; in the data active means inhibition above about 17%;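 further: 0% = vehicle with agonist challenge and 100% = reference antagonist with challenge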
# Target sequence (P49146 whole entry, looked up): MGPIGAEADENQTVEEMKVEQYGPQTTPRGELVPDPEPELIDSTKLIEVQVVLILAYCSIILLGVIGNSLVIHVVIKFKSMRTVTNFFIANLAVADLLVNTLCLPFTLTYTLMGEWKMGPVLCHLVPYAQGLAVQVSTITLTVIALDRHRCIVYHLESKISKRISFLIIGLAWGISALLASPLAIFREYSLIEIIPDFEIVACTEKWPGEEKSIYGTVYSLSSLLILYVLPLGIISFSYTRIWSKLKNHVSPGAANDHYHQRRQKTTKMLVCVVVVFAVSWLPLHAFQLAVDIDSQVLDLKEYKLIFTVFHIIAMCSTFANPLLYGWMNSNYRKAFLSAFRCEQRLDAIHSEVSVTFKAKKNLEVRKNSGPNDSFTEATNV
# bCat KO growth = beta-catenin-lacking colon tumor cell growth suppression; viability, % at 10 µM; 140,000 tested, 1.5% active; HCT116 beta-catenin knockout viability, CellTiter-Glo, 60 h; stronger effect = lower value;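 active means viability at or under a set limit, the compound median less 4 SD, cut at about 6% in these data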;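 further: 0% = Hyamine 1622 control at 20 µM and 100% = untreated cell control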
# GALR2 blocker = antagonists of human galanin receptor 2 (GALR2) | O43603 | GALR2-expressing cells, antagonist mode | inhibition, % at 4 µM | 140,000 tested, 0.39% active; in the data active means inhibition above about 27%;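 further: cells stimulated with galanin 1-16 at roughly its EC80; 0% = agonist challenge control and 100% = basal control without agonist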
# Target sequence (O43603 whole entry, looked up): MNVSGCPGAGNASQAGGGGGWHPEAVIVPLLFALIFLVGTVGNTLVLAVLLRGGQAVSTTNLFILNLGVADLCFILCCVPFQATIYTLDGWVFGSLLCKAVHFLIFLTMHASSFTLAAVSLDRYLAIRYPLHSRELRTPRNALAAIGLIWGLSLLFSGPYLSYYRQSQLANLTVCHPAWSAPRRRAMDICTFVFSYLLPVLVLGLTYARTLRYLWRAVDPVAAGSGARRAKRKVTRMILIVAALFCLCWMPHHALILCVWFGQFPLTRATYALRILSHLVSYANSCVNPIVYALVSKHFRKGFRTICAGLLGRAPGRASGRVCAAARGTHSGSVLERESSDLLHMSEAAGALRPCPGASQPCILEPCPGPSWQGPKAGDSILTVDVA
# MRP-1 activ = activators of MRP-1 | H69AR cells + doxorubicin, viability rescue, CellTiter-Glo | viability increase, % at 10 µM | 140,000 tested, 0.61% active;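 active means viability gain under doxorubicin at or above a set limit, the compound median plus 3 SD, cut at about 4.7% in these data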;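 further: MRP-1 overexpressing cells given doxorubicin 25 µM after compound pretreatment; 18-22 h compound pretreatment then 72 h with doxorubicin before readout; 0% = doxorubicin-only wells and 100% = vehicle-treated cells without doxorubicin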
# HCT116 PTEN-null = PTEN-deleted cell growth suppression; HCT116 PTEN-null viability, CellTiter-Glo, 60 h; stronger effect = lower value; viability, % at 10 µM; 140,000 tested, 1.2% active; AID 827;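 active means viability at or below a set limit, 4 SD under the median of all tested compounds, cut at about 3.7% in these data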;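 further: PTEN knockout HCT116 line with beta catenin targeted HCT116 as companion control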
# Starred values were filed as active, the others as inactive; x = not tested or not shown. Outcome played no part in choosing rows; about 6.1% have a hit in one of these screens.
SMILES,Measles CPE,Phagocytosis inh,Yeast lifespan up,Yeast growth inh,E-sel TNF inh,NPY Y2 blocker,bCat KO growth,GALR2 blocker,MRP-1 activ,HCT116 PTEN-null
Cc1cc(NC(=O)c2cc(-c3ccncc3)nc3c(C)cccc23)no1,8,2,-25,-8,-15,8,9,1,-4.7,16
CCCCN1C(=O)C(NC(=O)c2cccnc2)(C(F)(F)F)C2=C1CC(C)(C)CC2=O (stereo unspecified),36,-1,-18,-5,-1,0,101,-2,-1.9,94
O=C(Nn1c(SCc2ccccc2F)nc2ccsc2c1=O)c1ccccc1,6,-10,12,-26,x,4,93,-8,-2.1,92
COc1ccc(C2=NOC(C(=O)NCc3ccccc3)C2)cc1 (stereo unspecified),3,x,-21,-32,x,8,69,11,-3.7,82
CCOC(=O)CNC(=O)C1c2cc(OC)c(OC)cc2C(=O)N(C)C1c1ccccc1F (stereo unspecified),2,-2,-3,-8,14,2,97,8,-3.3,100
COCCCNC(=O)C(F)(F)C(F)(F)C(=O)NCCCOC,14,0,-5,-13,3,2,92,2,-1.8,95
CCOC(=O)c1c(NC(=O)c2ccccc2C)sc2c1CC(C)(C)OC2,7,0,-4,-49,x,5,73,-25,-0.7,70
Cc1ccc2nc(-c3ccc(NC(=O)C(C)N4C(=O)c5ccccc5C4=O)cc3)sc2c1 (stereo unspecified),14,x,-5,-21,-20,-4,96,-4,1.0,98
CCCCNC(=O)/C=C/c1ccc(OC)c(Br)c1,30,-1,-8,-16,-56,10,85,3,-0.1,91
CCC(=O)c1cn(CC(=O)NCc2cccnc2)c2ccccc12,2,3,-19,-1,3,-1,110,7,-2.2,98
CCCn1c(NC(=O)c2cccc(S(=O)(=O)N3CCCC3)c2)nc2ccccc21,5,0,-3,-41,4,13,2.9*,4,-5.0,2.0*
O=C(CSc1nnc(NC(=O)C2CC2)s1)Nc1ccc(F)cc1,16,4,-17,-7,20,2,107,3,-1.8,97
C=CCn1c(COc2ccc(Cl)cc2)nnc1SCc1ccc(C#N)cc1,x,0,6,-57,19,6,80,11,1.6,73
COc1ccc(C2C(C(N)=O)=C(C)Nc3nc(-c4cccc(Cl)c4)nn32)cc1OC (stereo unspecified),7,-4,-6,-38,20,1,91,-14,-1.0,87
CO/N=C\Cc1oc(=O)c(NC(=O)c2ccccc2)cc1C(=O)OC,15,1,-11,-1,5,4,97,1,1.0,103
C=CCN=C(NC#N)SCC(=O)NCc1ccccc1,5,-1,-10,-1,-9,2,88,-5,-1.9,76
CC1CCN(C(=O)N[C@@H](Cc2ccccc2)C(=O)O)CC1,8,-1,-8,-30,-40,5,92,2,-0.9,97
CCC(C)(C)n1nnnc1C(C(C)C)N(CCCO)Cc1cc2cc(C)ccc2[nH]c1=O (stereo unspecified),9,-1,-4,-12,x,6,69,1,-5.3,75
C/C(=N\NC(=O)c1ccn(C)n1)c1cccc(NC(=O)c2ccncc2)c1,14,-6,1,-33,20,1,92,-6,-1.1,95
Cc1cc(C)c(NC(=O)CN2CCOCCOCCOCCOCC2)c(C)c1,5,x,x,-8,11,4,94,-5,-1.0,98
N#Cc1ccccc1CSc1ccccn1,6,-1,-9,-22,-28,3,93,6,-0.3,90
Fc1ccc(N/N=C/c2ccncc2)c(F)c1,6,1,-11,-1,x,3,79,11,-1.0,81
Cc1ccc(S(=O)(=O)NCCNC(=O)c2cc(OCC(F)(F)F)ccc2OCC(F)(F)F)cc1,12,-1,-6,-28,-6,2,103,7,-3.4,103
N#Cc1ccc(OCC(=O)OCC(=O)Nc2cc(C(F)(F)F)ccc2N2CCOCC2)cc1,x,-5,-4,-8,x,3,91,8,0.6,90
COc1cccc(NC(=S)N2CCC(N(C)CC3CCCO3)CC2)c1 (stereo unspecified),2,-3,5,-24,-7,3,88,-2,0.4,97
Cc1ccc2c(Cl)c(C(=O)N/N=C/c3cccn3C)sc2c1,5,-7,0,-30,x,1,91,2,1.6,98
CCOC(=O)c1cnc2sccn2c1=O,4,-2,-14,-30,20,2,108,-7,-1.9,98
CCCCC(=O)Nc1ccccc1C(=O)N1CCOCC1,37*,x,x,-12,5,3,100,-10,0.3,104
COC(=O)C1=C(C)N(C)C(=O)NC1c1ccc(O)c(OC)c1 (stereo unspecified),2,x,-10,39,10,-1,87,-10,-1.9,85
CNC(=O)CSc1nnnn1-c1ccc(C)cc1C,6,0,-12,-34,-11,0,93,5,-2.5,97
CC1(C)CC(=O)C/C(=N\NC(=O)c2cccs2)C1,17,-1,3,-13,x,1,93,10,-2.8,105
COC(=O)NC1CCC(CC2CCC(NC(=O)OC)CC2)CC1 (stereo unspecified),8,x,13,-48,14,3,89,18,-2.2,82
COC(=O)c1ccccc1NC(=O)N1c2ccccc2Sc2ccccc21,7,x,-2,-24,2,2,77,-3,-1.2,72
Cc1ccc(S(=O)(=O)N(CC(=O)N2CCOCC2)CC(=O)N2CCOCC2)cc1,13,x,-2,-8,-3,0,99,0,-1.7,92
CC1CN(S(=O)(=O)c2ccc(NC(=O)c3ccco3)cc2)CC(C)O1 (stereo unspecified),9,0,-14,16,8,3,97,-9,-1.9,94
CON1C(=O)C(=O)N(OC)C(C)(C)C1(C)C,17,-13,4,-34,-40,-1,99,-10,-0.1,96
COc1ccc(/C=N/Nc2ncnc3sc4c(c23)CCCC4)cc1OC,5,-6,-5,-12,x,-1,43,-1,-2.3,42
CC(C)CCOP(=O)(c1ccccc1)c1ccccc1,5,x,7,-35,1,6,98,-11,-3.2,100
Cc1cc(N/N=C(/CCC(=O)O)C(=O)O)nc2ccccc12,12,-2,6,-36,x,1,97,6,-1.3,92
COCCn1c(C)cc(C(=O)COc2nc3ccccc3nc2C)c1C,7,0,-3,-48,-1,-1,80,1,-3.7,84
CCN(CC)C(=O)NC(c1ccc(C)c(F)c1)C(Cl)(Cl)Cl (stereo unspecified),13,x,1,-29,x,2,79,16,-0.3,79
O=C(/C=C/c1ccco1)Nc1nc(-c2ccccc2)cs1,7,x,-5,-14,x,-1,52,19,-1.5,39
COc1ccccc1C(=O)NCC(=O)OCc1csc(-c2ccccc2)n1,8,-7,-3,-41,12,6,92,1,-1.2,104
Fc1cccc(Nc2nc(-c3ccncc3)nc3ccccc23)c1,x,0,-9,2,x,-3,83,-2,0.9,81
Cc1nc2ccccc2c2c1C(=O)N(CCC1=CCCCC1)C2=O,19,-2,2,-54,-34,8,65,-3,-0.9,71
CNC(=S)N/N=C(\C)c1ccc(C)c(C)c1,4,12,-3,-21,x,0,84,-2,-0.1,94
CCCCC1OC23CCCCC2C(C#N)(C#N)C1(C#N)C(=N)O3 (stereo unspecified),12,x,5,-28,x,2,88,3,-2.7,93
Cc1c(C(=O)NCc2ccccn2)oc2ccccc12,11,0,-9,-44,25,0,94,-1,-1.1,102
COc1cc(S(=O)(=O)NCCCN2CCOCC2)ccc1Cl,11,x,-7,-39,4,-1,95,1,0.1,111
Cc1cc(NC(=O)c2cccc(S(=O)(=O)N3CCCCCC3)c2)n(-c2ccccn2)n1,7,0,-7,-16,x,0,72,-9,-3.9,84
CCc1nc2ccccc2c(C(=O)O)c1C,11,-1,-17,-7,16,2,106,7,-4.5,98
COc1ccc(NC(=O)Cc2nc3ccccc3[nH]2)cc1,17,0,-12,-25,-13,22*,94,0,0.5,89
CC(C)[C@H](NC(=O)NCCc1ccccc1)C(=O)O,16,0,-9,-34,-14,5,88,6,0.0,91
COc1ccc(CC(=O)NNC(=O)c2cccs2)cc1,17,-12,-1,-23,x,5,110,-4,0.9,104
CCCOC(=O)c1ccc(Nc2cc(C)nc3ncnn23)cc1,19,-2,-4,-10,x,6,98,-9,-2.5,92
COC(=O)c1ccc(CSc2nc3cc(Cl)ccc3s2)o1,5,-7,-13,-40,-6,-2,95,-2,0.6,90
C=CCOc1ccccc1CNCCCN1CCOCC1,14,x,-7,-19,32,1,90,7,-2.5,87
Cc1ccc(-c2nc(CS(=O)CC(=O)NCc3ccccn3)c(C)o2)cc1 (stereo unspecified),3,0,-5,11,-15,3,96,1,-1.9,93
Cc1ccc(C(=O)C[n+]2cccc3ccccc32)cc1,7,0,-6,-23,-21,1,79,18,-1.6,81
Cc1cc(Nc2ccccc2F)n2nc(C)nc2n1,5,x,3,-14,8,2,100,-3,-1.3,108
# Going on with the list:
SMILES,Measles CPE,Phagocytosis inh,Yeast lifespan up,Yeast growth inh,E-sel TNF inh,NPY Y2 blocker,bCat KO growth,GALR2 blocker,MRP-1 activ,HCT116 PTEN-null
Cc1cc(N2C(=O)CC(C(C)c3ccccc3)C2=O)no1 (stereo unspecified),5,x,x,-11,-3,1,96,-3,0.1,99
COc1cccc(SCc2noc(C(=O)NCC3CCCO3)c2C(=O)O)c1 (stereo unspecified),8,x,-5,-57,-4,7,96,1,-0.8,107
CCOC(=O)C1=C(C)NC(C)=C(C(=O)OCC)C1/C=C/c1ccccc1OC,7,-11,0,-34,5,3,71,2,-1.0,66
O=C(Nc1ccc(F)cc1)N1CCn2c(nc3ccccc32)C1,6,1,2,0,x,0,97,9,1.2,105
O=C(NC1CCS(=O)(=O)C1)C1CCCCN1S(=O)(=O)c1ccc(Cl)cc1 (stereo unspecified),17,x,-7,-65,-24,0,98,-1,-1.1,103
Cc1cc(OCc2nn[nH]n2)c2c(C)c(Cc3ccccc3)c(=O)oc2c1,24,-2,-19,-40,20,0,102,2,2.6,93
CCN(CC)Cc1cc(CC(C(N)=O)C(N)=O)ccc1OC,1,-1,-7,16,x,1,103,-2,-2.8,106
Cc1nc2ccccc2cc1C(=O)NCc1ccco1,6,-1,x,-29,-6,-1,88,-12,-3.2,89
O=C(Cc1coc2ccc3ccccc3c12)N1CCCC1,4,8,-7,-2,-6,2,103,1,-1.7,89
O=C(COC(=O)CNC(=O)c1sc2ccccc2c1Cl)Nc1c(Cl)cc(Cl)cc1Cl,11,-1,5,-20,x,9,98,10,-0.8,97
CC(C)OCCCn1c(=S)[nH]c2ncccc2c1=O,9,-3,-6,-15,-37,1,104,-4,-1.5,96
CC(=O)c1ccc(NC(=O)CSc2nnc(-c3ccoc3C)n2Cc2ccccc2)cc1,3,-2,-9,-59,-10,-2,97,13,-0.4,95
Cc1ccc(C(=O)C2CCN(CC(=O)Nc3ccc(N(C)C)cc3)CC2)cc1,8,-1,-19,-32,-5,2,88,12,-2.1,94
Cc1ccccc1NC(=O)CSc1nc(N)c(C#N)c(-c2cccs2)c1C#N,11,x,-15,-64,-4,3,79,-9,-2.4,88
